# M1 ag parental – counter-screen for M1 agonists: effect in parental CHO-K1 cells. Fluo-8 calcium fluorescence; scaled to maximal ATP response, vehicle zero. activation, % at 3 µM. actives 0.48% (n = 360,000); in the data active = activation above about 15%;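 note: untransfected CHO-K1 host cells lacking M1 receptor as counterscreen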
# CHRM1 PAM – human CHRM1 positive allosteric modulation. CHO-K1 hM1, Fluo-8 calcium fluorescence, ACh EC20; 0% = ACh EC20, 100% = maximal ACh. AID 588819. actives 0.088% (n = 360,000). P11229. activation, % at 3 µM; in the data active = activation above about 19%, passing the limit was not always enough
# CHRM4 agonist – CHRM4 agonism in calcium assay. P08173. CHO-K1 hM4/Gqi5, Fluo-8 calcium fluorescence; vehicle 0%, full acetylcholine response 100%. activation, % at 3 µM. actives 0.14% (n = 360,000). AID 624127;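 active = activation above the run mean over all test wells plus 3 SD, cut at about 32% in these data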;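 note: peak over basal fluorescence ratio per well then scaled between controls; 0% = DMSO wells and 100% = acetylcholine at EC100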
# Target sequence (P08173 whole entry, looked up): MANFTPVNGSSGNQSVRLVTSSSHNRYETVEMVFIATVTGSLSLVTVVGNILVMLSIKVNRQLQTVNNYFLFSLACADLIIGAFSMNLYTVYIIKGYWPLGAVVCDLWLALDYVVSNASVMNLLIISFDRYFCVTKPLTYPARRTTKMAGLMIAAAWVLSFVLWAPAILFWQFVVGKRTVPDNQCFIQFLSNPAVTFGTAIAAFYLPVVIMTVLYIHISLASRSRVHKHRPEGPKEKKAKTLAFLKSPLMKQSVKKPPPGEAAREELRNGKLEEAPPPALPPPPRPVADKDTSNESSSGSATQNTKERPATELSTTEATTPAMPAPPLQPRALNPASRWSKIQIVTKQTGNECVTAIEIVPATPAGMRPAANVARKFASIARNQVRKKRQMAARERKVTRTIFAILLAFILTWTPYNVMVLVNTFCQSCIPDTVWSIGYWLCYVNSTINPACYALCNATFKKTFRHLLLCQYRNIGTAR
# CHO-K1 Ca antag – M1 antagonist counterscreen hit in parental CHO-K1 cells; ATP-induced calcium, Fluo-8 fluorescence; inhibition, % at 3 µM; actives 0.6% (n = 360,000);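 active = inhibition above a per-plate cutoff, the plate's mean sample inhibition plus 3 SD, cut at about 24% in these data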;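 note: 0% = DMSO plus EC80 ATP and 100% = DMSO alone without ATP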
# M4 antag – CHRM4 antagonism in calcium assay; inhibition, % at 3 µM; P08173; CHO-hM4 cells, ACh EC80, Fluo-8 calcium fluorescence; actives 0.73% (n = 360,000);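 active = inhibition above its plate's cutoff, the mean inhibition of sample wells plus 3 SD, cut at about 27% in these data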;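 note: 0% = acetylcholine EC80 with DMSO and 100% = DMSO without agonist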
# OXTR potentiator – potentiates the human oxytocin receptor response. actives 0.061% (n = 320,000). activation, % at 3 µM. CHO-OTR cells, Fluo-8 calcium fluorescence, potentiator mode; 0% = oxytocin EC15, 100% = EC100;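 active = activation above that plate's cutoff, the mean activation of tested compounds plus 3 SD, cut at about 6.6% in these data, passing the limit was not always enough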;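 note: 100% uses oxytocin at 75 nM as the full agonist control; some results filed as inactive read as strong as hits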
# Target sequence (P30559 whole entry, looked up): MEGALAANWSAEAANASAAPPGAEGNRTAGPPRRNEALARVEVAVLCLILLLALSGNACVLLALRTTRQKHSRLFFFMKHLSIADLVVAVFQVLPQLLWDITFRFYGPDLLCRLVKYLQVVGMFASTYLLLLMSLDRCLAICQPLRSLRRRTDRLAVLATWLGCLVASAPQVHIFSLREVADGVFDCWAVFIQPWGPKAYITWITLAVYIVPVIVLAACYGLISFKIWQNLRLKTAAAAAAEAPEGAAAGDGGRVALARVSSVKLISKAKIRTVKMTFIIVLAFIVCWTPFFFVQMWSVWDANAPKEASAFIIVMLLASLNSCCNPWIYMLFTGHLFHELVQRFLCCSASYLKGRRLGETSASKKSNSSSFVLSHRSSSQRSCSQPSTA
#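 assay system = CHO-OTR cells, human receptor | schedule = compound 6 min at room temperature before oxytocin, 100 s read | detection = Fluo-8 intracellular calcium fluorescence, ex 470-495, em 515-575 nm | evaluation = normalized max/min fluorescence ratio, % activation | control set = EC15 oxytocin alone as 0%, 75 nM oxytocin (EC100) as 100%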
# M1 ag – human M1 muscarinic receptor agonism; AID 588814; CHO-K1 hM1, Fluo-8 calcium fluorescence, agonist mode; 0% DMSO, 100% acetylcholine EC100; activation, % at 3 µM; actives 0.33% (n = 360,000);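 active = activation above the run's mean compound activation plus 3 SD, cut at about 16% in these data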;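 note: peak over basal fluorescence ratio within a 140 s kinetic read after compound addition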
# CHO parental Ca – signal in parental CHO cells, OX1R antagonist counter-screen; inhibition, % at 5.6 µM; parental CHO-K1, ATP-induced calcium, Fluo-8 fluorescence; AID 463079; actives 0.63% (n = 330,000);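 active = inhibition above that plate's mean sample inhibition plus 3 SD, cut at about 26% in these data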;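 note: 0% = ATP-challenged DMSO wells and 100% = DMSO wells without ATP; some compounds past the cut are filed as inactive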
#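 Test system: untransfected parental CHO cell line. Compound: one dose, 5.6 µM nominal. Detection: intracellular calcium via Fluo-8 no-wash fluorescent dye. Measure: % inhibition. Benchmarks: ATP-challenged DMSO wells low, unchallenged DMSO wells high.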
# CHRM1 antagonist – human CHRM1 antagonism | P11229 | CHO-K1 hM1, Fluo-8 calcium fluorescence, ACh EC80 antagonist | inhibition, % at 3 µM | actives 1.3% (n = 360,000) | AID 588852;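 active = percent inhibition above its own plate's cutoff, namely the mean of that plate's compound wells plus 3 SD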;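 note: peak over basal fluorescence ratio during 140 s after agonist addition; 0% = ACh EC80 plus DMSO and 100% = DMSO alone without agonist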
# The depositor's hits bear a star; / = not tested or not shown.
SMILES,M1 ag parental,CHRM1 PAM,CHRM4 agonist,CHO-K1 Ca antag,M4 antag,OXTR potentiator,M1 ag,CHO parental Ca,CHRM1 antagonist
COc1ccc(NC(=O)C(=O)NCCN2CCN(C(=O)c3ccc(C)cc3)CC2)cc1,0.4,1,1,-15,-10,-12,-3,-15,-3
Cc1cc(NC(=O)CSc2ncn(-c3ccccc3)n2)no1,0.0,3,1,1,-3,0,1,-15,-30
O=C(CSc1nnc(CNC(=O)c2ccccc2F)o1)NCc1ccccc1,-0.3,6,0,15,0,7,-3,-4,-2
O=C(NNS(=O)(=O)c1ccc(F)cc1)c1cnccn1,0.2,0,1,-9,4,2,-3,3,5
CN(C)CCC(=O)c1cccc(Br)c1,0.0,1,0,-4,2,-6,-11,-1,-7
COCCCn1cc(CN2CC(N3CCSCC3)CS2(=O)=O)nn1 (stereo not given),-0.3,/,0,2,1,/,/,/,/
COCC(=O)N1CCN(c2nc3ccccc3o2)CC1,1.5,10,1,-18,-8,-2,4,10,-1
CC(=O)NCC(=O)N1CCCC(C(=O)c2ccc3c4c(cccc24)CC3)C1 (stereo not given),-0.2,14,1,-7,-1,-3,-9,-3,-5
COc1cccc(OC)c1OCCOc1ccccc1OC(C)C,1.4,4,4,-19,-23,-2,-3,-19,-4
CCc1cccc(OCCCCNCCOC)c1,0.4,8,1,-5,7,-2,-5,-6,-10
Cn1c(=O)c2cc(NC(=S)NC3CC3)ccc2n1Cc1ccc(F)cc1,2.1,1,1,3,-14,/,-4,/,-1
C=CCOC(=O)C1=C[C@H](c2ccc(Br)cc2)C[C@H](OCCCCO)O1,-0.3,3,-1,-8,10,-3,-5,-17,1
O=C(Nc1sc2c(c1C(=O)O)CCC2)c1cccc(Cl)c1,5.3,-5,13,-5,2,-12,-4,-10,2
CCCS(=O)(=O)NC(=O)C1(C)CCN(C(=O)c2ccc3c(c2)OCO3)C1 (stereo not given),0.1,7,1,-2,4,/,-1,/,-12
N#Cc1cnc2ncnn2c1-c1ccccc1,0.2,5,2,-10,2,-9,-6,-6,-2
CN1CCN(C(=S)NC(=O)/C=C/c2ccccc2Cl)CC1,0.5,-5,1,-4,-3,-3,-13,-18,-6
COc1cc(Cl)ccc1OCc1cc(C(=O)N2CCN(c3ccccn3)CC2)no1,5.5,-4,9,-4,-3,-11,-3,-23,-1
COc1ccc(CCC(=O)NC2=NCCS2)cc1OC,0.0,1,2,0,-6,-10,-3,-10,-8
C=CCNC(=S)NC(=O)c1oc2ccccc2c1C,1.5,8,0,-9,1,-7,-6,5,-2
N/C(=N\OC(=O)c1cccnc1)c1ccccc1Cl,1.2,4,2,-13,-1,1,-1,-6,2

# Just M1 ag, CHO-K1 Ca antag and OXTR potentiator (5 entries from above):
Compound	M1 ag	CHO-K1 Ca antag	OXTR potentiator
Cn1c(=O)c2cc(NC(=S)NC3CC3)ccc2n1Cc1ccc(F)cc1	-4	3	/
C=CCOC(=O)C1=C[C@H](c2ccc(Br)cc2)C[C@H](OCCCCO)O1	-5	-8	-3
O=C(Nc1sc2c(c1C(=O)O)CCC2)c1cccc(Cl)c1	-4	-5	-12
CCCS(=O)(=O)NC(=O)C1(C)CCN(C(=O)c2ccc3c(c2)OCO3)C1 (stereo not given)	-1	-2	/
N#Cc1cnc2ncnn2c1-c1ccccc1	-6	-10	-9

# More entries:
SMILES,M1 ag parental,CHRM1 PAM,CHRM4 agonist,CHO-K1 Ca antag,M4 antag,OXTR potentiator,M1 ag,CHO parental Ca,CHRM1 antagonist
O=C(O)Cn1c(P(=O)(O)c2ccccc2)nc2ccccc21,-0.1,6,1,-7,-2,-4,-2,-2,-3
COc1cccc(/C=C2\Oc3cc(OCC(=O)N4CCCC4)ccc3C2=O)c1OC,1.9,0,7,-9,1,-4,-4,-37,2
CS(=O)(=O)C1=NSC2=NC(=O)/C(=C\c3ccc(OS(=O)(=O)c4ccccc4)cc3)C(=N)N21,0.2,8,1,2,7,-4,-6,9,-11
O=C(COC(=O)c1cc(=O)[nH]c2ccccc12)c1cccs1,0.0,1,2,30*,-3,-3,0,1,3
Cc1ccc(C(=O)C2=C(O)C(=O)N(Cc3ccco3)C2c2cccc(Br)c2)o1 (stereo not given),-0.3,10,-1,4,4,-5,-4,-34,-15
CCOC(=O)c1ccc(NC(=O)CSc2nc(=O)n3cccc(C)c3n2)cc1,4.5,2,6,-2,-3,-4,-4,-17,-8
COc1cc(/C=N/NC(=S)NCc2ccco2)cc(OC)c1OC,0.6,6,1,5,16,-7,-6,-7,-5
CN(C)c1ccc(NC(=O)CSc2nnc(-c3cnccn3)n2C)cc1,1.3,3,0,-11,6,-6,-3,-15,-3
COc1cc(CCC(=O)Nc2ccc(Br)c(C(F)(F)F)c2)cc(OC)c1OC,6.0,-9,4,14,-4,-4,-6,-21,14
COc1ccc(F)cc1CN1CCN(C(=O)CCC(=O)Nc2nnc(CC(C)C)s2)CC1,1.6,0,3,-1,0,-9,-4,-18,8
Cc1ccc(-n2nc3c(c2NC(=O)C2CC2)CS(=O)(=O)C3)cc1,-0.3,8,0,-9,-7,-5,-1,4,-8
COc1ccc(CCC(=O)NNC(=O)Nc2cc(Cl)ccc2C)cc1,0.4,13,1,-5,-7,/,1,/,-16
Cn1cc(-c2coc3c(C(=O)Nc4ccccc4)cccc23)cn1,6.2,2,17,-5,0,/,2,/,-8
O=c1c2ccccc2nc2n1CCCCN2,0.6,2,1,-12,2,-13,-7,-7,-8
CCN1C(=S)N[C@@H](CCc2ccccc2)C(C(=O)OC)=C1C,0.1,-3,3,-5,-13,-2,-6,-18,6
N/C(=N\OC(=O)C1CCCCC1)c1ccc(Cl)cc1,0.8,-3,1,-7,7,-1,-3,-11,-12
Cc1ccc(NC2=NCC(=O)N2Cc2ccc3c(c2)OCO3)c(C)c1,1.6,-2,3,-1,-8,-11,-1,-2,-11
CCOC(=O)C1=C(C)N=c2s/c(=C/c3ccc(OCC(=O)O)cc3)c(=O)n2C1c1ccc(SC)cc1 (stereo not given),-0.6,14,-1,10,5,/,-3,/,-10
CC1CCN(C(=O)CSc2nc(C(C)C)nc3c2c(=O)n(C)c(=O)n3C)CC1,2.8,-1,6,-7,-4,-5,-5,-25,4
CCCCCCCCCCCCCCCC[N+](C)(C)CC,2.1,-26,1,-4,52*,-9,0,29,90*

# The list goes on; the last 2 above are carried over.
SMILES,M1 ag parental,CHRM1 PAM,CHRM4 agonist,CHO-K1 Ca antag,M4 antag,OXTR potentiator,M1 ag,CHO parental Ca,CHRM1 antagonist
CC1CCN(C(=O)CSc2nc(C(C)C)nc3c2c(=O)n(C)c(=O)n3C)CC1,2.8,-1,6,-7,-4,-5,-5,-25,4
CCCCCCCCCCCCCCCC[N+](C)(C)CC,2.1,-26,1,-4,52*,-9,0,29,90*
CS(=O)(=O)N(CC(=O)Nc1cccnc1)c1ccc2c(c1)OCCO2,0.2,-2,2,-1,4,-1,-4,-9,1
COCCNC(=O)CN(CCc1ccccc1)S(=O)(=O)c1ccc(Br)cc1,0.4,2,1,0,-12,-10,-5,-11,-10
Cc1cc(/C=N/n2cnnc2)c(C)n1-c1ccc(Cl)cc1,-0.1,6,0,7,4,-12,-4,-4,-4
COc1cc(/C=N/NC(=O)c2ccncc2)ccc1OCC(=O)Nc1ccc(C)c(C)c1,6.4,4,12,-22,-3,-8,-4,-16,-11
CCN(Cc1ccccc1)S(=O)(=O)c1ccc(C(=O)N(CCCN(C)C)c2nc3c(C)c(C)ccc3s2)cc1,1.9,7,8,1,-6,-11,-1,16,-1
Cc1cc(C)n(-c2cc(N3CCOCC3)nc(-c3ccccc3)n2)n1,-0.2,-8,0,-23,8,8,-2,-31,15
Cc1ccc(NC(=O)CSC2=Nc3ccccc3C3CC=NN23)c(C)c1 (stereo not given),0.8,7,0,-9,4,-9,-2,-20,-3
CCn1cc(S(=O)(=O)c2ccc(OC)cc2)c(=O)c2cc(F)c(N3CCN(C)CC3)cc21,0.5,18,3,-24,-7,-6,-3,-4,-16
COc1ccccc1NC(=O)C1=C(C)Nc2nc(CCCO)nn2C1c1cccnc1 (stereo not given),0.1,0,0,-12,10,-7,-2,-6,-9
CC(C)NC(=O)C(=O)NCCC1CCCCN1S(=O)(=O)c1cccs1 (stereo not given),0.1,4,0,-1,8,6,-3,-4,-5
COc1ccc(-c2cc3nc4c(c(=O)n3[nH]2)CCC4)cc1,1.1,10,-1,-10,3,-6,1,-3,-5
O=C(c1ccc(S(=O)(=O)N2CCC(c3nc4ccccc4[nH]3)CC2)cc1)N1CCOCC1,-0.5,7,0,11,11,-3,-4,-3,-12
Cc1nn(-c2ccccc2)c(C)c1NC(=O)COC(=O)CC(C)c1ccccc1 (stereo not given),1.2,-1,6,1,1,6,-2,-11,-9
CC1(C(=O)Nc2ccc(Cl)c(C(F)(F)F)c2)Cc2c(-c3cccc(C(N)=O)c3)ccnc2O1 (stereo not given),6.3,-4,13,-17,-8,/,1,/,6
C=CC[C@@H](CC(=O)N[C@@H](CO)Cc1ccccc1)C(=O)N[C@@H](COC(=O)[C@@H](CC=C)CC(=O)OC(C)(C)C)Cc1c[nH]c2ccccc12,-0.2,-4,2,-3,4,-9,-3,-24,0
O=C(CCCN1C(=O)/C(=C/c2cccs2)SC1=S)Nc1cccnc1,0.0,10,1,-4,-4,-5,-3,-22,0
CC(=O)Nc1cccc(-c2ccnc3c2CC(C)(C(=O)NCCN(C)C)O3)c1 (stereo not given),0.0,17,0,-15,-3,/,-5,/,-24
O=C(NC1CCN(Cc2ccccc2)CC1)c1ccc(N2CC3CC(C2)c2cccc(=O)n2C3)c([N+](=O)[O-])c1 (stereo not given),-0.3,2,0,-12,3,-3,-7,-7,-14
Cc1cc(S(=O)(=O)Nc2cc(C)c(O)c(C)c2)c(C)s1,1.4,12,2,-3,2,-10,4,11,-14
O=C(NC1CCCCC1)N1CCc2ccccc2C1,0.7,8,1,-13,1,1,-6,2,-8
O=S1(=O)CCOCCCN1Cc1ccccc1,2.5,12,0,-13,1,4,0,-5,-17
COc1ccc(OC)c(NC(=O)c2cccc3c2C(=O)N(C2CCCCC2)C3)c1,0.5,17,1,-17,4,-3,-1,-33,-18
CCCn1c(SCC(=O)N(CC)c2c(N)n(Cc3ccccc3)c(=O)[nH]c2=O)nnc1-c1ccncc1,0.2,5,2,-22,-31,/,-3,/,-6
CCOC(=O)/C(CCC[N+](C)(CC)CC)=N\O,-0.1,-26,1,0,26,-6,-12,-1,91*
CC(C)NS(=O)(=O)c1ccc(NC(=O)NC2CCCCC2)cc1,0.1,-10,2,21,5,-8,-10,0,14
Cc1cc(CNC(=O)CC2C(=O)NCCN2Cc2ccc(-c3ccccc3)cc2)nn1C (stereo not given),0.8,7,1,-10,5,-4,-3,2,-7
Cn1c(NCCN2CCCC2)nc2cc(-c3cccc(C(F)(F)F)c3)sc2c1=O,0.4,9,2,6,-12,/,-4,/,-19
O=C(CN1C(=O)NC2(CCCC2)C1=O)N1CCN(C(=O)c2ccco2)CC1,1.3,4,1,-27,3,-6,-3,3,-9
N#CC(c1ccccc1O)N1N=C(c2ccccc2)CC1c1ccccc1 (stereo not given),0.2,10,0,-13,0,-1,-4,-17,-12
